NR2E3 ag-1 = activates human NR2E3 receptor. Q9Y5X4. inhibition of corepressor binding, % at 3.98 µM. CHO-S Gal4-NCOR/VP16-NR2E3 two-hybrid, luciferase. AID 602229. 360,000 compounds, 0.35% hits;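 active = inhibition above the mean of all tested compounds plus 3 SD, cut at about 70% in these data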;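 note: 0% = DMSO with NR2E3 transfected cells and 100% = cells lacking NR2E3 construct; higher means lower luciferase signal from less NR2E3 corepressor binding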
Target sequence (Q9Y5X4 whole entry, looked up, the tested form may be a part): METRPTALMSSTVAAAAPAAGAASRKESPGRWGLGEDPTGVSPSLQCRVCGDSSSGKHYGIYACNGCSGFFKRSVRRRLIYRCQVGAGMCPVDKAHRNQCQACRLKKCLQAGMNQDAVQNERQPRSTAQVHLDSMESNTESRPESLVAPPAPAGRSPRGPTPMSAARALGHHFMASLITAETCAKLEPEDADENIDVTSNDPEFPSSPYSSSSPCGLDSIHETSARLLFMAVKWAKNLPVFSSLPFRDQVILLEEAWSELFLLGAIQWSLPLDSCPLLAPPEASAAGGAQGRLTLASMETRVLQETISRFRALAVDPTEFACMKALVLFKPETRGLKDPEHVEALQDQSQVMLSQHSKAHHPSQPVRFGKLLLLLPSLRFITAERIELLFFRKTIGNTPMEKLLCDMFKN
HIF-2a inh = inhibitors of HIF-2a. 786-0 RCC cells HIF-2a reporter, luciferase luminescence, overnight. AID 624352. 360,000 compounds, 0.72% hits. inhibition, % at 18.8 µM;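 active = inhibition of the luminescence signal of 40% or more relative to plate controls, in a single-dose primary screen at 18.75 µM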
Granule exo inh = blocks lytic granule exocytosis; TALL-104 LAMP-1 surface exposure, flow cytometry; cells stimulated with thapsigargin and PMA; inhibition, % at 10 µM; 360,000 compounds, 0.66% hits; AID 651702;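 active = inhibition above about 55%, limit read from the data; inconclusive = no clear call, values can overlap the other calls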
Peg3 promoter = inhibitors of Peg3 promoter; HeLa PEG-Prom luciferase reporter, luminescence, overnight; inhibition, % at 20 µM; 360,000 compounds, 1.7% hits;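 active = inhibition of at least 50% at 20 µM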
PDI inh = inhibitors of human protein disulfide isomerase; P07237; PDI insulin aggregation turbidity, A650, 90 min; inhibition, % at 10 µM; 350,000 compounds, 0.052% hits;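 active = mean inhibition across replicates of 30% or more, whatever share of single replicates reach that level; inconclusive = mean inhibition below 30% while every single replicate reaches 30%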;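 note: absorbance from insulin aggregation driven by PDI reduction with DTT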
Target sequence (P07237 whole entry, looked up): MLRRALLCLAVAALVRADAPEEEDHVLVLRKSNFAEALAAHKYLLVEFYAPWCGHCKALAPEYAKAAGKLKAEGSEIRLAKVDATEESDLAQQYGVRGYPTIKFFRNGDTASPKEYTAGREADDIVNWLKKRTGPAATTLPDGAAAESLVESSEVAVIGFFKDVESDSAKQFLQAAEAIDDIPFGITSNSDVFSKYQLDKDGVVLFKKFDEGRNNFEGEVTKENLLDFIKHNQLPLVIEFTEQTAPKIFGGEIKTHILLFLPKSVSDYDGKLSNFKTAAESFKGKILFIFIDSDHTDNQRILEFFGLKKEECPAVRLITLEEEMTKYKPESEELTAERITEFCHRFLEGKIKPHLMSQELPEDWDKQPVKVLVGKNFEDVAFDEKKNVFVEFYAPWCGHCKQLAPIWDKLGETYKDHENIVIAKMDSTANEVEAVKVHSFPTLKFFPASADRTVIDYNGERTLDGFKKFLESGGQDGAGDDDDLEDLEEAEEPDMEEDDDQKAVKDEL
Vif inh = HIV Vif inhibition | 340,000 compounds, 0.35% hits | inhibition, % at 7.49 µM | HEK293T cells, Vif self-association by quenched fluorescence, imaging, 24 h; in the data active = inhibition above about 50%, passing the limit was not always enough; inconclusive = no clear call, values can overlap the other calls; inactive = below about 31%; note: some results filed as inactive read as strong as hits
aDG glyco act = increases alpha dystroglycan glycosylation | Pro5-aDG cells, alpha-DG glycosylation AlphaScreen (IIH6); 0% Pro5, 100% B10-LARGE cell signal | activation, % at 10 µM | 360,000 compounds, 0.22% hits | AID 624168;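 active = activation of at least 8% versus controls, or a plate z-score of at least 8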;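 note: Pro5 are CHO cells carrying HIG-tagged alpha-DG that lacks glycosylation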
NR2E3 ag-2 = NR2E3 (human) agonism | Q9Y5X4 | 320,000 compounds, 0.12% hits | GST-NR2E3/biotin-RetCOR TR-FRET, 1536-well | AID 2300 | inhibition of corepressor binding, % at 4.78 µM;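 active = percent inhibition above the cutoff of mean plus 3 SD of all tested compounds, set per screening campaign, cut at about 20% in these data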;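 note: 0% = DMSO wells and 100% = biotin wells as full block of FRET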
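system = GST-tagged NR2E3 plus biotinylated RetCOR corepressor | input = 1.35 nM GST-NR2E3 | also added = 7 nM biotin-RetCOR | schedule = 5 h incubation at 4 °C | measured by = TR-FRET with europium anti-GST and streptavidin-D2, 340 nm excitation | read-out = percent loss of FRET ratio relative to control wells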
hiPSC survival = enhancers of human iPSC single-cell survival; 360,000 compounds, 0.044% hits; AID 602274; hiPSC single-cell survival, ATPlite luminescence; 100% = ROCK inhibitor wells, 0% = DMSO; survival enhancement, % at 20 µM; in the data active = survival enhancement above about 18%;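 note: cells exposed to compounds for 16 hours before the ATP read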
MITF TRPM1 inh = reduces MITF-dependent TRPM1 promoter luciferase signal; SK-MEL-5 TRPM1 promoter luciferase, 24 h; inhibition, % at 12.5 µM; 330,000 compounds, 0.83% hits; AID 488899;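 active = mean inhibition across replicates of 60% or more, whatever share of single replicates reaches that level; inconclusive = some that reach 60%, reason not given; inactive = mean inhibition across replicates below 60%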; note: values of inactives mirror those of a sister screen read the other way
CaV13 ICDI inh = Disruptors of the CACNA1D IQ motif to Ca2+-dependent inactivation inhibitor domain association, primary screening, Förster resonance energy transfer in intact living … | 340,000 compounds, 0.098% hits | inhibition, % at 12.3 µM | HEK cells, CFP/YFP FRET ICDI-IQ, plate reader, 10 min; percent FRET-ratio fall versus neutral wells | AID 743397;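 active = mean replicate inhibition of at least 30% and at least 1% of replicates passing that level; inconclusive = only one of the two criteria is met; inactive = neither criterion is met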;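 note: 0% = median of the neutral control wells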
Active calls of the source: *; ? = inconclusive; . = no result given. Random draw from the library; 3.5% or so of the library scored in one or more.

Screens in order – NR2E3 ag-1, HIF-2a inh, Granule exo inh, Peg3 promoter, PDI inh, Vif inh, aDG glyco act, NR2E3 ag-2, hiPSC survival, MITF TRPM1 inh, CaV13 ICDI inh
- O=[N+]([O-])c1ccc2c(c1)C(N1CCOCC1)/C(=C/COc1ccc(Cl)cc1Cl)O2 (stereo unspecified)
  4.2, 14.6, -0.6, 14.7, 9.4, -5.3, 0.3, 0.6, -0.7, 0.5, -4.4
- Cc1cc(C)c(C(=O)/C=C/C=C/c2ccccc2)c(=O)[nH]1
  3.7, -33.1, -0.5, -31.7, 2.1, 0.6, 0.3, 1.7, -0.9, -13.5, -5.6
- COc1ccc(CNC(=O)COC(=O)c2cncc(Br)c2)cc1
  -3.6, 16.4, 1.8, 8.7, 0.8, -8.3, -0.1, 5.2, -0.3, -2.3, -20.8
- CS(=O)(=O)N1CCC(C(=O)N2CCC(Cc3ccccc3)CC2)CC1
  6.3, 14.8, -4.9, -11.2, 0.0, -3.4, -0.3, 2.3, 1.4, -1.7, -7.5
- O=C(CCc1ccccc1)Nc1ccc(N2CCCCC2)cc1
  -77.9, -208.4, -2.5, -202.8, 9.8, -3.1, -0.2, 1.6, -1.2, -66.2, -3.7
- COc1ccc(NS(=O)(=O)c2ccc(C)c(NC(=O)C3CCCO3)c2)cc1 (stereo unspecified)
  -8.1, 14.5, 0.0, -5.3, -2.6, 3.9, -0.2, 3.4, 0.1, -8.3, -3.3
- Cc1c(C(=O)N2CCCCC2)c(S(=O)(=O)NCCc2ccc(Cl)cc2)c(C)n1C
  -4.8, 9.8, 0.8, 10.8, 4.0, -17.7, 0.0, -0.9, 1.0, 3.1, -7.3
- Cc1cc(NC(=O)CSc2nc3ccccc3cc2C#N)no1
  -52.3, -76.2, 3.9, -214.5, 7.6, -12.1, 0.0, 2.8, -0.2, -54.4, -3.7
- COC(=O)[C@@H](NC(=O)CCc1nnc(-c2ccsc2)o1)C(C)C
  -30.4, -39.4, -3.2, -33.5, 2.6, -3.2, 0.0, 1.4, -0.3, -5.7, 4.2
- CCCCCCCCCCCCCCCC(=O)OCC1OC(n2ccc(N)nc2=O)C(O)C1O (stereo unspecified)
  -28.8, -2.7, 8.6, 9.1, 0.1, 0.7, 0.3, ., -1.3, -2.1, -5.2
- Cc1nc2c3ccccc3nc(NNC(=O)CCC(=O)NCCN3CCN(c4ccccc4)CC3)n2n1
  -18.5, 4.2, -4.2, 1.9, 15.2, 2.4, -0.1, -1.0, 0.1, -5.9, -13.6
- CCC(Oc1ccccc1)C(=O)N(C)CC(=O)N(CC(C)C)c1c(N)n(CC(C)C)c(=O)[nH]c1=O (stereo unspecified)
  15.8, 15.8, 6.7, 7.0, 3.3, -6.2, 0.1, -4.1, -0.3, 6.6, -6.1
- Cc1ccc(NC(=O)CN(C)C(=O)/C=C/c2cccs2)cc1
  -32.0, -29.1, -0.5, -27.6, -5.9, -5.1, 0.0, 0.9, -1.6, -14.6, -3.2
- COc1ccccc1NC(=S)N1CCC(NC(=O)C23CC4CC(CC(C4)C2)C3)CC1
  6.9, 8.9, -1.6, 8.2, 26.0, 1.6, 0.7, -5.8, 1.1, -3.5, -7.8
- O=C(/C=C/c1ccccc1)N/C(=C/c1ccccc1)C(=O)Nc1ccccc1O
  -44.6, -52.6, -0.2, -38.5, -6.5, -2.9, -0.3, 4.0, -1.8, -1.4, -13.1
- O=C(NCCc1ccc(C(F)(F)F)cc1)C1CCC(=O)N(CCCc2ccccc2)C1 (stereo unspecified)
  25.7, -8.0, 3.6, 3.2, 2.8, 5.0, 2.6, -1.4, -0.1, 5.0, -6.7
- Cc1cccc(NC(=O)CCS(=O)(=O)c2ccccc2)c1
  -59.7, -137.4, 10.1, -96.3, -3.4, -13.2, -0.1, 1.6, -0.2, -22.4, -20.2
- Cc1ccc(-n2nnnc2SCC(=O)NC2CCS(=O)(=O)C2)c(C)c1 (stereo unspecified)
  5.6, 5.0, -5.9, 8.4, -5.6, 8.0, -0.5, ., -0.4, -3.0, -6.3
- O=C1CCN(c2ncccc2[N+](=O)[O-])CC1
  -18.6, 0.3, -6.8, -0.7, 2.2, -1.4, -0.2, -1.0, 2.4, -6.0, -2.2
- COCCn1c(=S)[nH]c2sc3c(c2c1=O)CCC(C)C3 (stereo unspecified)
  -5.5, -54.2, -5.2, -3.6, -5.9, 8.4, 0.0, 7.9, 0.1, -5.7, -2.4
- Cc1cccc(N2CCN(C(=O)CCC(=O)N3CC(C)Oc4ccc(C)cc43)CC2C)c1 (stereo unspecified)
  -13.1, 10.8, -6.0, 33.3, ., -22.5, 0.1, 2.1, 1.2, ., -4.7
- CCOC(=O)c1cc(C(=O)OCC)c(=O)[nH]c1C
  -2.8, 10.0, -4.9, 0.3, 3.9, -0.8, 0.0, -3.3, 0.3, -0.1, -4.5
- Cc1ccc(S(=O)(=O)N2C[C@]3(O)C[C@@H]4C(=O)N(c5ccccc5)C(=O)[C@@H]4C[C@]3(OC(=O)NCC3CCCCC3)C2)cc1
  -36.7, -57.9, 1.3, -40.5, 9.7, 0.5, -0.1, ., -1.9, ., -3.0
- N#Cc1ccc(Cn2ccnc2C(=O)Nc2ccccc2)cc1
  -38.4, -57.0, -3.9, -41.8, 9.3, 11.8, 0.0, 5.1, -0.2, -31.9, -3.3
- CN(C)c1ccc(CNC(=O)/C=C/[C@H]2O[C@@H](n3ccc(=O)[nH]c3=O)[C@H](O)[C@@H]2O)cc1
  -19.8, 16.1, -2.3, -0.9, ., -4.1, 0.2, ., 4.3, ., -3.4
- COC(=O)c1c(C)n(-c2ccccc2)c2ccc(O)cc12
  -17.3, 9.4, -2.3, 22.4, 1.9, -11.8, -0.1, -0.7, -0.8, 6.2, -8.7
- C/C(=N\NC(=O)Cc1cccn1C)c1ccc([N+](=O)[O-])cc1
  9.1, 7.7, 0.7, 8.4, 1.2, 6.7, -0.1, -0.1, -0.4, ., -4.3
- Cc1ccc(C(=O)Nc2ccc(C(=O)N/N=C/c3ccccn3)cc2)cc1
  -34.5, -32.4, 0.5, -43.4, 6.6, 18.2, -0.1, 2.9, -0.6, -8.3, -2.5
- CC(NCc1ccc(S(N)(=O)=O)cc1)C(=O)Nc1cccc(Cl)c1 (stereo unspecified)
  22.1, 17.7, 4.2, 0.4, -1.6, 6.3, 0.1, 2.9, -0.1, -2.4, -14.3
- O=C(O)C1C2CCC(O2)C1C(=O)Nc1ccc(Br)cc1F (stereo unspecified)
  -36.7, 4.3, -0.4, -3.6, -3.5, -7.0, 0.0, 0.3, -0.4, 0.0, -4.6
- COc1ccc(CC(=O)NCC2CCCN(Cc3cc(OC)cc(OC)c3)C2)cc1 (stereo unspecified)
  4.1, 17.4, 42.1, 12.6, -10.6, -1.0, 0.0, 2.9, 1.3, 3.6, 2.4
- S=C(NC12CC3CC(CC(C3)C1)C2)N1CCCC1
  1.0, 9.2, 1.3, 2.7, 0.3, 0.3, -0.3, 2.8, 1.1, -13.2, -5.4
- Cc1c(C(=O)NC(C)c2ccccn2)oc2c(Cl)cccc12 (stereo unspecified)
  9.9, 9.1, -1.3, 13.4, 3.8, -12.3, 0.1, ., 0.0, 29.3, -2.0
- CC(C)OC(=O)c1cc(C(=O)c2cc(Cl)ccc2O)coc1=N
  -19.1, 22.8, 0.7, 21.0, 2.0, -6.1, -0.1, -0.9, -1.0, 5.6, -0.1
- CCC(CC)C(=O)Nc1ccc(C)cc1O
  11.1, 7.4, 0.0, 2.4, -10.9, -3.4, 0.4, 5.8, 0.2, -6.3, -4.7
- CCOc1ccc(C2=CSC3=NCCN23)cc1[N+](=O)[O-]
  -25.8, 5.0, -5.3, -3.5, 1.3, -4.1, -0.2, 1.4, 0.0, 14.2, -4.8
- COc1ccc(NC(=O)c2ccc3ccccc3c2)cc1NS(=O)(=O)c1ccc(F)cc1
  -4.2, -1.7, 2.4, 5.6, -4.6, -8.1, 0.0, 1.7, -0.7, 3.5, -2.9
- COc1ccc(OC)c(N(CC(=O)NCCSCc2ccc(C)cc2)S(C)(=O)=O)c1
  6.2, 8.0, 29.2, 15.7, -9.5, 0.8, 0.1, 5.3, -0.5, 9.3, -5.0
- C=CCNC(=O)C(C)N1C(=O)c2ccccc2C1=O (stereo unspecified)
  14.7, 20.9, 5.2, -0.2, 1.7, ., -0.2, 3.1, -1.2, 5.3, -4.3
- C[C@H](CO)N1C[C@H](C)[C@@H](CN(C)C(=O)CN2CCOCC2)Oc2cc(Br)ccc2S1(=O)=O
  -25.2, 1.4, 3.6, -3.1, 2.9, 10.5, 0.3, ., 0.0, ., -5.9
- CC(=O)c1ccc(OCC(=O)NC(=O)NC2CCCC2)cc1
  16.6, -5.1, 14.0, 0.4, 3.3, -6.7, -0.2, ., 1.6, ., 8.7
- CCn1c(-c2nn(-c3ccccc3)ccc2=O)n[nH]c1=S
  -12.4, 5.0, 0.4, 9.0, -0.5, 6.4, 0.1, 0.9, -1.9, -5.3, -65.2
- O=S(=O)(Nc1ccc(S(=O)(=O)N2CCCC2)cc1)c1ccc(F)cc1F
  22.4, 5.7, ?, -33.7, 0.8, -22.8, -0.1, ., 1.3, 1.8, -2.9
- CC(=O)NCC(=O)N(C)C(C(=O)Nc1ccc(C(C)C)cc1)c1ccccc1 (stereo unspecified)
  6.5, -10.9, -3.5, -10.2, 16.5, -14.8, -0.1, -0.8, 0.7, 8.3, -5.2
- Cc1ccc(NC(=O)Cn2nnc(C(=O)NCc3ccco3)c2N)c(C)c1
  1.9, 14.2, 1.8, 18.6, 2.3, -2.1, 0.0, 6.0, 0.4, 2.3, -14.1

Screens as filed in PubChem.
